# rCAG binder = binds r(CAG) RNA repeats; hit rate 1.3% among 370,000; inhibition, % at 3 µM; AID 651821; r(CAG) RNA repeat, TO-PRO-1 dye displacement fluorescence;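 active = inhibition above the plate cutoff, the mean of all test compounds on that plate plus 3 SD, cut at about 35% in these data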;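 note: 0% = DMSO alone and 100% = 100 µM mitoxantrone as full dye displacement; higher means more dye released from RNA so lower well fluorescence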
# SIAE inh = blocks human sialic acid acetylesterase | AID 1053197 | hit rate 0.69% among 370,000 | SIAE FP-Rh probe binding, fluorescence polarization | Q9HAT2 | inhibition, % at 9.66 µM;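 active = inhibition above a cutoff: mean of compounds within the control limits plus 3 SD of those, cut at about 17% in these data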;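 note: 0% = plate median of compound wells and 100% = probe without SIAE protein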
# Target sequence (Q9HAT2 whole entry, looked up): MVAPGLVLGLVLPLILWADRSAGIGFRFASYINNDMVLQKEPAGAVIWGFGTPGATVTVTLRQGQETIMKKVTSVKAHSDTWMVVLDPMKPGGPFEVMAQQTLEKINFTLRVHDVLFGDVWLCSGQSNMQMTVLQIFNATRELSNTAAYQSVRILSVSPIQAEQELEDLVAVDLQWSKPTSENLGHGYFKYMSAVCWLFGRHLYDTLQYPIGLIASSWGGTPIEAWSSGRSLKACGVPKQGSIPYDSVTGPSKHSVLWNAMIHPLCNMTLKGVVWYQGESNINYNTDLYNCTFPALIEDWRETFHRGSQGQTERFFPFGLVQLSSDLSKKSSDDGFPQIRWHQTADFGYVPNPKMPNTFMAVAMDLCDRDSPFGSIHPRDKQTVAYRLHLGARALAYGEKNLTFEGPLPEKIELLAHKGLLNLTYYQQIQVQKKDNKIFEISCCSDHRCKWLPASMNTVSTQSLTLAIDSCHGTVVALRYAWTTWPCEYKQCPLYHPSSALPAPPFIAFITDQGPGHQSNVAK
# Rev-erbA mod = modulates human Rev-erb alpha binding to DNA; activity, % at 10 µM; Rev-erbα–FITC-DNA binding, fluorescence polarization, 90 min; AID 1259318; hit rate 0.79% among 370,000; P20393;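 active = activity above about 14%, limit read from the data; passing the limit was not always enough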;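 note: 0% = DMSO wells with 35 nM protein and 100% = DMSO wells with 750 nM protein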
# TDP2 inh = blocks human TDP2 phosphodiesterase activity; O95551; recombinant TDP2, T5PNP hydrolysis, p-nitrophenol absorbance 415 nm; inhibition, % at 12.8 µM; hit rate 0.34% among 370,000; AID 720702;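 active = inhibition above the mean of all tested compounds plus 3 SD, set per campaign, cut at about 25% in these data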;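 note: 0% = DMSO with enzyme and 100% = buffer with substrate but no TDP2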
#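 test system = human TDP2 enzyme | input = TDP2 enzyme at 120 nM final | medium = 50 mM Tris-HCl pH 7.5 with Mg2+, KCl, DTT, BSA | also added = T5PNP substrate, 5 mM | times = 2 h at 37 °C | technique = epi absorbance | benchmarks = high control without enzyme, low control DMSO plus TDP2 | replication = each compound tested once, singlicate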
# HTRA1 inh = HTRA1 (human) protease inhibition; recombinant HTRA1, FP-rhodamine activity-based probe, fluorescence polarization; inhibition, % at 5.96 µM; hit rate 0.5% among 340,000; in the data active = inhibition above about 36%;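 note: 0% = enzyme with DMSO and 100% = wells lacking enzyme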
# mABHD4 FP = inhibits mouse alpha/beta hydrolase domain 4 | Q8VD66 | purified mABHD4, FP-Rh probe fluorescence polarization | inhibition, % at 8.92 µM | hit rate 0.54% among 370,000 | AID 720543;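 active = inhibition exceeding the mean over every tested compound plus 3 SD, cut at about 30% in these data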;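 note: 0% = plate median of compound wells and 100% = S159A mutant with DMSO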
# Target sequence (Q8VD66 whole entry, looked up, the tested form may be a part): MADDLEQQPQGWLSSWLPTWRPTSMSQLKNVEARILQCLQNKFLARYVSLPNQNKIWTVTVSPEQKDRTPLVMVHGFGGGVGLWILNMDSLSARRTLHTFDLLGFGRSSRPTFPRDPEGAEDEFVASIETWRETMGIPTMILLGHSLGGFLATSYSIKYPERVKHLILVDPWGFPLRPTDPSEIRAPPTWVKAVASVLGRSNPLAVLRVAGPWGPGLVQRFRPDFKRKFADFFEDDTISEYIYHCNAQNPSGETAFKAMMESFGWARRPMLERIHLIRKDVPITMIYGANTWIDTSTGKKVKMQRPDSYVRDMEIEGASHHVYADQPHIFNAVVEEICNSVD
#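 Assay system: wild-type mouse ABHD4 protein; compound: single nominal dose of 8.92 µM, 0.89% DMSO final; schedule: 45 min + 60 min at 25 °C; measured by: FP readout, ex 525 nm / em 598 nm; evaluation: % inhibition of FP-Rh probe binding versus controls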
# TCR-CD3 inh = inhibitors of human TCR-CD3 interaction | TAMRA-labeled TCR probe fluorescence, biochemical | inhibition, % at 9.4 µM | hit rate 0.37% among 360,000 | AID 651800; in the data active = inhibition above about 19%;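 note: recombinant mutant TCR 2C K166C tagged with TAMRA read by polarization; 0% = receptor in buffer alone and 100% = receptor with positive control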
# PRMT1 inh = PRMT1 (human) inhibition, primary screen. Q99873. recombinant PRMT1, activity-based probe fluorescence polarization. inhibition, % at 2.79 µM. hit rate 1.3% among 370,000. AID 652257;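 active = inhibition above about 21% made by adding two undisclosed values, limit read from the data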
# LEDGF integ inh = blocks HIV-1 LEDGF/p75-dependent DNA integration; TR-FRET IN-LEDGF/p75 DNA integration, Eu/Cy5; inhibition, % at 3.7 µM; hit rate 0.64% among 370,000;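 active = inhibition above the screen-wide mean plus 3 SD, cut at about 13% in these data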;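 note: signal is the Cy5 over europium emission ratio at 671 and 618 nm; 0% = plate median of compound wells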
# PG9 binder = PG9 antibody binding by small molecule; TR-FRET gp120-PG9 antibody binding; inhibition, % at 6.7 µM; hit rate 0.43% among 360,000; in the data active = inhibition above about 8.5%
# An asterisk follows results filed as active; x = not tested or not shown. Only part of the results is shown (hit frequency here may not be typical).
SMILES,rCAG binder,SIAE inh,Rev-erbA mod,TDP2 inh,HTRA1 inh,mABHD4 FP,TCR-CD3 inh,PRMT1 inh,LEDGF integ inh,PG9 binder
COC(=O)NCc1ccc(Cl)c(Cl)c1,4,2,-2,-10,-1,7,2,4,2,1.3
CCn1nc(C)c(CNC(=O)Nc2ccc3c(c2)OCO3)c1C,-2,1,5,-2,7,-2,-2,-4,1,-0.9
CCC(CO)Oc1cc(NCc2cccc(C(F)(F)F)c2)c2ncn(C(C)C)c2c1 (stereo unspecified),0,5,5,6,7,12,1,2,-1,-0.5
Cc1ccc2nc(C3CCCN(C(=S)Nc4cccc(C)c4C)C3)[nH]c2c1 (stereo unspecified),-1,-1,5,1,-20,0,-10,-3,-2,-0.2
CCC1=NN(C(=O)c2ccccc2O)C(O)(c2ccccc2)C1 (stereo unspecified),4,16,0,-10,54*,13,40*,13,6,0.3
Cc1ccc(-c2ccc(CN3C(C(C)C)C(=O)N(Cc4cn(CCC5OCCO5)nn4)CCS3(=O)=O)cc2)cc1 (stereo unspecified),7,-14,-2,-8,-30,-8,-1,0,-3,-0.6
Cc1ccc(S(=O)(=O)N2CCCC(C(=O)NCc3ccco3)C2)cc1Cl (stereo unspecified),4,11,3,9,-7,-4,-1,-1,2,-1.8
N#Cc1cccc(C(=O)Nc2cc(S(=O)(=O)N3CCOCC3)ccc2N2CCCC2)c1,4,3,-2,-1,4,-5,1,1,4,1.9
CCOC(=O)c1ccc(N(C(=O)c2cnccn2)C(C(=O)NC2CCCCC2)c2cn(C)nc2C)cc1 (stereo unspecified),-9,5,2,-9,1,4,10,-2,4,-2.3
CC1(C(=O)NC2CCCC2)CCC(=O)N1Cc1ccccc1Cl (stereo unspecified),-5,3,2,7,3,7,-1,-3,-1,0.5
COc1ccc(C2C(Oc3ccccc3C)C(=O)N2Cc2ccc(F)cc2)cc1OC (stereo unspecified),-2,-5,-10,3,-15,-7,4,-4,1,0.1
COc1ccc(-c2nn(-c3ccccc3)cc2C(=O)Nc2nccs2)cc1OC,6,-25,2,1,-38,-20,5,0,0,1.2
COc1ccc(-n2c(SCC(=O)NNC(=O)c3ccc(C)cc3)nnc2-c2ccncc2)cc1,3,1,0,1,3,5,4,-3,-1,-1.0
CCOC(=O)Cc1nn2c(=O)cc(C)nc2s1,5,16,-5,7,-2,7,1,1,1,0.9
CC1CCCCC1NC(=O)C1Cc2ccccc2CN1S(C)(=O)=O (stereo unspecified),-1,-2,-7,5,2,1,-2,0,-3,0.1

# The list goes on; it opens with the 3 that closed the last part.
SMILES,rCAG binder,SIAE inh,Rev-erbA mod,TDP2 inh,HTRA1 inh,mABHD4 FP,TCR-CD3 inh,PRMT1 inh,LEDGF integ inh,PG9 binder
COc1ccc(-n2c(SCC(=O)NNC(=O)c3ccc(C)cc3)nnc2-c2ccncc2)cc1,3,1,0,1,3,5,4,-3,-1,-1.0
CCOC(=O)Cc1nn2c(=O)cc(C)nc2s1,5,16,-5,7,-2,7,1,1,1,0.9
CC1CCCCC1NC(=O)C1Cc2ccccc2CN1S(C)(=O)=O (stereo unspecified),-1,-2,-7,5,2,1,-2,0,-3,0.1
CC1CN(C2CCN(C(=O)c3cccc(Cl)c3)CC2)CC(C)O1 (stereo unspecified),-4,4,4,7,8,14,-3,-1,4,-0.8
Cc1ccc(NC(=O)Cc2ccc(Cl)cc2)nc1,-1,-1,1,15,-2,3,-8,1,-4,1.0
Cc1ccc(NC(=O)CSc2nnc(C)c(=O)n2N)cc1Cl,-1,-1,-3,-9,1,5,-2,5,-7,-2.1
COc1ccc(Br)cc1CN(C)C(=O)c1ccccc1SCC(=O)N1CCCC1,-10,5,-2,-12,-9,-3,-4,4,-2,1.3
CSc1ncnc2c1ncn2CCCNCC(C)c1ccccc1 (stereo unspecified),-1,3,-3,9,2,3,3,-2,0,-1.1
O=C(O)CCCC[n+]1ccccc1,1,4,-1,-2,x,1,0,5,-1,0.4
CC(C)(C)C(=O)Nc1cccc2[nH]ncc12,-4,-2,4,1,2,0,-1,3,-6,0.1
COc1ccccc1CNC(=O)COC(=O)c1ccc([N+](=O)[O-])o1,1,-1,-2,2,16,4,-3,1,1,-3.4
COc1ccc(Cc2nnc(NS(=O)(=O)c3ccc(NC(C)=O)cc3)s2)cc1,14,-2,2,3,-8,2,-4,-1,0,-0.4
Cn1cnnc1SCC(=O)Nc1ccccc1,2,5,1,-1,-2,1,-5,-1,-1,-0.5
CCN(CC)c1nc(Nc2ccccc2)nc(Oc2ccc(C(=O)OC)cc2)n1,2,0,1,2,-3,-8,3,-3,0,-0.3
OC1CNc2c(ccc3ccccc23)C1 (stereo unspecified),4,4,-2,5,-1,8,3,10,-4,-17
CN(Cc1ccc(F)cc1)C(=O)c1ccc2c(c1)NC(=O)CS2,-1,2,6,0,1,0,7,0,0,0.8
Cc1ccc(S(=O)(=O)N2CCCC2)cc1C(=O)NC1CCCCC1,-3,-6,-9,-2,2,1,7,3,0,1.2
Cc1ccc(NNC(=O)c2snnc2C)cc1Cl,1,2,-6,2,0,-19,2,2,0,-1.2

# Structures above printed as active in HTRA1 inh:
smiles	SIAE inh	Rev-erbA mod	TDP2 inh	HTRA1 inh	mABHD4 FP	TCR-CD3 inh	PRMT1 inh	LEDGF integ inh	PG9 binder
CCC1=NN(C(=O)c2ccccc2O)C(O)(c2ccccc2)C1 (stereo unspecified)	16	0	-10	54*	13	40*	13	6	0.3

# More compounds follow.
SMILES,rCAG binder,SIAE inh,Rev-erbA mod,TDP2 inh,HTRA1 inh,mABHD4 FP,TCR-CD3 inh,PRMT1 inh,LEDGF integ inh,PG9 binder
COc1ccc(-c2cc(N3C(=O)Nc4ccccc4N3O)n[nH]2)cc1,3,0,-3,2,0,12,-10,0,-1,1.0
C(=N\n1cnnc1)/c1cccs1,1,3,7,1,3,-6,9,2,-4,-1.5
COC(CNC(=O)c1ccc(Cn2c(=S)[nH]c3cc4c(cc3c2=O)OCO4)cc1)OC,0,5,1,5,-4,-9,3,-5,3,-2.0
COC(=O)c1cc(C(=O)OC)cc(-n2c(C)cc(C(=O)CC#N)c2C)c1,8,7,5,7,3,-1,-9,0,-4,-0.5
CCOCCCNC(=O)c1ccccc1NC(=O)C1=C(C)OCCS1,-5,3,-4,18,-2,6,5,-3,1,-1.1
COc1ccc(C2Nc3ccccc3C(=O)N2Cc2ccccc2)cc1CSc1ccccn1 (stereo unspecified),3,-1,0,1,-27,1,6,0,5,-2.4
Cc1ccc(SCCSc2nc(N)cc(=O)[nH]2)cc1,-1,0,5,-8,-12,0,6,2,-5,-0.9
Cc1ccccc1-c1cc2nc(Oc3cccc4ccccc34)n(C)c(=O)c2s1,5,-5,-1,-16,x,-20,-5,-3,6,-1.7
CCN(CC(=O)Nc1c(F)cccc1F)C(=O)c1cc(-c2cccs2)nn1-c1ccccc1,1,0,2,-2,-23,-7,-3,1,-3,-1.8
CC(C)[C@H](NC(=O)c1ccccc1)C(=O)N1CCc2ccccc21,-2,4,1,1,-2,-3,-2,-1,3,-2.6
O=C(O)CNC(=S)N(Cc1ccco1)Cc1ccccc1Cl,5,-2,4,-5,-6,6,-2,-1,0,0.6
O=C(OC1CCCCC1=O)c1ccc(S(=O)(=O)Nc2ccccc2)cc1 (stereo unspecified),3,1,-1,4,3,1,5,-2,2,-1.8
CC(=O)Nc1ccc(S(=O)(=O)NNC(=O)c2ccc3c(c2)OCO3)cc1,-1,-3,0,0,6,7,-7,4,-4,-3.0
C=CC[C@@H](Cc1ccc(F)cc1)C(=O)OC[C@@H]1CCCN1C(=O)[C@H](CC=C)CC(=O)N(CCO)Cc1ccccc1,-3,-1,0,-18,-15,12,2,0,2,1.0
O=C(O)c1cc(-c2ccc(Cl)s2)[nH]n1,0,1,2,9,11,1,6,2,0,-1.9
Cc1cccc2c1cnn2C(=O)Nc1cc(F)ccc1F,-1,-4,4,-2,5,1,6,-4,0,-0.7
Cc1ccc(S(=O)(=O)N2C[C@H]3[C@H]4C(=O)N(Cc5ccccc5)C(=O)[C@H]4CC(=O)[C@H]3[C@@H]2c2cccc3ccccc23)cc1,4,-5,2,1,x,2,7,1,-6,1.0
Cc1nnc(SCC(=O)Nc2cccc(S(=O)(=O)N(C)c3ccccc3)c2)s1,4,-3,0,7,-6,0,3,4,1,0.9
COc1ccc(OC)c(C=Nc2ccccc2-c2nc3ccccc3[nH]2)c1,3,7,1,5,-14,7,6,-1,-2,2.3
CC(=O)Nc1cccc(NS(=O)(=O)c2cc3c4c(c2)CCN4C(=O)CC3)c1,2,6,-5,-1,5,-3,-2,-3,1,0.2
COc1ccccc1CC(=O)Nc1cccc(S(=O)(=O)N2CCOCC2)c1,-1,1,2,15,-1,2,-1,-3,5,-0.1
CC12CCC(=O)C=C1CCC1C2C(O)CC2(C)C(c3csc(N)n3)CCC12 (stereo unspecified),5,-1,2,-12,-10,-4,-12,5,4,2.1
OC[C@@H]1CN(Cc2ccncc2)C[C@H](n2cnc3c(N4CCCC4)ncnc32)O1,1,-3,2,-2,x,9,-1,-2,-4,-0.9
CC(Oc1ccc(Cl)cc1Cl)c1ccn[nH]1 (stereo unspecified),-8,1,11,5,-7,-8,6,0,2,-1.9
COC(=O)C1CC(c2ccccc2)N(c2ccccc2)O1 (stereo unspecified),-1,3,4,5,0,-2,5,-1,0,0.3
C[C@H](CO)N1C[C@H](C)[C@@H](CN(C)S(=O)(=O)c2ccc(F)cc2)Oc2ccc(NC(=O)Nc3ccccc3)cc2C1=O,9,-9,0,-4,-21,-15,2,-2,-2,-1.0
Nc1cc(C(=O)OCC(=O)NCCCc2ccccc2)ccc1Cl,-6,-1,-5,-5,0,-2,-1,2,-6,-0.4
CNC(=O)COc1coc(CN2CCN(c3ccc(OC)cc3)CC2)cc1=O,6,-1,1,-14,3,10,-1,4,-7,0.1
Cn1c(=O)c2c(-c3ccccc3)n(-c3ccccc3S)cc2n(C)c1=O,2,-5,-5,9,-2,-1,-2,-2,-12,0.3
CC1=NN(c2ccccc2)C(=O)/C1=C\c1cc(C)n(-c2ccccc2)c1C,2,-1,0,0,5,6,3,-1,-1,-0.9
CCC(C)[C@H](NC(=O)[C@@H]1Cc2c([nH]c3ccccc23)C2c3ccccc3C(=O)N21)C(=O)NCC1CCCO1 (stereo partly specified),8,-9,1,-6,-17,0,7,1,-1,-2.2
CCCOC(=O)/C=C/c1c(C)[nH]c(=O)[nH]c1=O,3,-8,0,-8,2,-7,2,1,2,-2.7
CS(=O)(=O)N1c2ccccc2C[C@H]1Cc1cc2ccccc2o1,x,-2,9,-3,x,-2,x,1,-3,x
COc1ccc(-c2cc(C(F)(F)F)nc(SCCC(=O)N3CCN4CCCC4C3)n2)cc1 (stereo unspecified),-3,0,-4,-11,-4,-10,-5,-1,6,-3.3
CCN(C(=O)COC(=O)c1ccc(O)cc1)c1cccc2ccccc12,3,0,5,-2,-18,-15,-1,0,-2,-2.2
CCCn1c(NC(=O)CCS(=O)(=O)c2ccc(C)cc2)nc2ccccc21,-1,-2,-1,15,3,-9,6,1,2,0.1

# Compound activity from PubChem.
